# T cell modulator: T cell immune modulators affecting CD8 T cell-vesicle binding. 330,000 tested, 0.068% active. AID 2052. calls only at 7 µM. 2C CD8+ T cell-vesicle binding, flow cytometry; hits give low values;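 active means response, share of CD8 T cells binding vesicles, and their 90th percentile fluorescence all below set limits, cut at about 80% in these data, passing the limit was not always enough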
#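 Material: murine 2C transgenic CD8+ T lymphocytes / Also added: QL9-peptide-loaded Drosophila micro-vesicles bearing Ld, ICAM-1 and B7-1 / Schedule: binding step 1.5 h, 37 °C, antibody labelling 20 min, ice / Signal: flow cytometry, PE anti-B7-1 (FL2) versus Alexa647 anti-CD8 (FL8), PFA-fixed / Evaluation: percent CD8+ FL2 mean versus row control / Benchmarks: naked versus QL9-loaded vesicles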
# Myeloid diff MLP: myeloid differentiation induction | ER-HoxA9 myeloid progenitors, lysozyme-GFP differentiation, flow cytometry | calls only at 10 µM | 360,000 tested, 1% active | AID 624256;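 active means normalized GFP-positive differentiation at or above the plate's own cutoff, the solvent-only control mean plus 3 SD; inconclusive means no clear call, values can overlap the other calls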;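 further: cells exposed to compound for four days before flow analysis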
# NTR1 agonist: NTR1-driven beta-arrestin-GFP spot formation – imaging, U2OS cells, high content, primary screen (AID 493036). activation, % at 20 µM. 330,000 tested, 0.17% active. agonist mode;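 active means activation at or above 40% of the spot to cytoplasm intensity ratio, with at least 20 cells analyzed; inconclusive means wells under 20 cells, flagged as cytotoxic or low count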;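 further: 0% = DMSO without peptide and 100% = 100 nM NTR1 peptide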
# Target sequence (P30989 whole entry, looked up): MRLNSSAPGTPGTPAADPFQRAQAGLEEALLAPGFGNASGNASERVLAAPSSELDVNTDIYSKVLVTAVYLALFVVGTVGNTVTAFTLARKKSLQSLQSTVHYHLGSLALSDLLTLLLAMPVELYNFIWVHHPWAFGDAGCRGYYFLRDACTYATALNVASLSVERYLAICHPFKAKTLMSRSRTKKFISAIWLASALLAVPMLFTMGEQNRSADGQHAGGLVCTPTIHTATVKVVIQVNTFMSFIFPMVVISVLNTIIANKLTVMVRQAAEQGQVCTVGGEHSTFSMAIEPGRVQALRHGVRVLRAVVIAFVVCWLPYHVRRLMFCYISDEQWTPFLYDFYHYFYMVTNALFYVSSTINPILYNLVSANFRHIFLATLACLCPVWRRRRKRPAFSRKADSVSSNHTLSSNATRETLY
# T cell modulator vesicle-bound %: second read-out of T cell modulator, no call of its own (marks repeat the call); double positive events, %; measured here: CD8+ vesicle-bound cell fraction;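 binding gate set so that unloaded-vesicle control wells show 10% double positive cells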
# NTR1 agonist cell count 20 µM: recorded beside NTR1 agonist, whose call it bears; cell count; measured here: cell count, cytotoxicity flag
# Myeloid diff MLP GFP+ MAC1+ %: recorded beside Myeloid diff MLP, whose call it bears; GFP+ MAC1+ double positive, %; measured here: differentiation confirmed by MAC1 staining
# The depositor's hits bear a star; i = inactive; ? = inconclusive; . = no result given; + = active, no number. A portion of the library; the hit share may differ from the screen's.
SMILES,T cell modulator,T cell modulator vesicle-bound %,Myeloid diff MLP,Myeloid diff MLP GFP+ MAC1+ %,NTR1 agonist,NTR1 agonist cell count 20 µM
CCN(CC)c1ccc(-c2nnc(SCC(=O)N(CCOC)c3c(N)n(CC(C)C)c(=O)[nH]c3=O)o2)cc1,i,12,i,0.7,1.1,53
C=CC[C@H](CC(=O)N[C@H](CO)Cc1ccccc1)C(=O)N[C@H](COC(=O)[C@H](CC=C)CC(=O)OC(C)(C)C)Cc1c[nH]c2ccccc12,i,12,i,1.8,1.0,72
CN(C)S(=O)(=O)c1ccc(Cl)c(C(=O)OCC(=O)NC(=O)NC2CCCC2)c1,i,26,i,0.6,1.1,52
CC(=O)Nc1ccc(NC(=O)C(C)OC(=O)CC2CCCC2)cc1 (stereo not drawn),i,49,i,1.0,0.4,56
Cc1nn(C)c(C)c1NC(=O)COc1ccc(Cl)cc1Br,i,24,i,0.5,1.3,50
COc1ccc(S(=O)(=O)N2CCOCC2)cc1NC(=O)c1cc(=O)[nH]c2ccccc12,i,26,i,0.8,1.3,87
COC(=O)C1=C(C)N(CC2CC2)C(=O)N[C@H]1c1ccccc1,i,25,i,1.4,-0.3,87
COc1cccc(NC(=O)CN(C)C(=O)CN2C(=O)c3ccc([N+](=O)[O-])cc3C2=O)c1,i,36,i,1.3,-0.1,54
C[C@H]1COC(=O)[C@H](Cc2ccc(F)cc2)CC/C=C/C[C@@H](CC(=O)N[C@@H](CO)Cc2ccccc2)C(=O)N1,i,19,i,1.3,-0.7,66
O=C(COC(=O)COc1ccc(Cl)cc1Br)NC1CC1,i,43,i,3.5,1.7,42
COc1ccccc1CN(C)C(=O)CN1CCN(C(=O)c2cccs2)CC1,i,37,i,0.0,-0.3,93
COc1ccc(-c2c(-c3ccsc3)oc3ccc(N4CCOCC4)cc23)cc1,i,26,i,1.2,7.3,90
O=[N+]([O-])c1ccccc1CN1CCN(S(=O)(=O)c2ccccc2)CC1,i,27,i,0.5,1.4,53
CN(c1ccc(O)cc1)c1nc(O)c(C2=c3ccccc3=NC2=O)s1,i,18,i,0.3,1.0,36
N#Cc1ccc(CN2CCN(C(=O)c3cc(C4CC4)nn3-c3ccccc3)CC2)cc1,i,30,i,1.0,2.2,55
C[C@@H]1CN([C@H](C)CO)C(=O)c2cccc(NC(=O)c3ccncc3)c2O[C@@H]1CN(C)Cc1ccc(C(=O)O)cc1,i,20,i,1.9,-0.2,55
O=C(COc1ccccc1)Nc1ccc(N2CCCCC2)cc1,i,33,i,0.9,2.2,46
CCOC(=O)C1=C(COC(=O)CNC(=O)c2ccc(Cl)cc2Cl)NC(=O)NC1C (stereo not drawn),i,57,i,0.4,-1.2,57
CCOc1ccc(NC(=O)CN(C)C(=O)c2ccccc2SCc2c(C)noc2C)cc1OCC,i,34,i,0.9,0.9,67
CC(C(=O)OCC(=O)N(C)C1(C#N)CCCCC1)N1C(=O)c2ccccc2C1=O (stereo not drawn),i,9,?,.,-1.5,67
CCN(CC)Cc1ccccc1CNC(=O)c1cccc(S(=O)(=O)Nc2ccc3c(c2)OCO3)c1,i,18,i,0.4,0.0,62
CCn1nc(C(=O)OCC(=O)N(CC(C)C)c2c(N)n(Cc3ccccc3)c(=O)[nH]c2=O)c2ccccc2c1=O,i,20,i,0.6,-0.1,44
COc1cc(/C=C(\CCC(=O)O)c2nc3ccccc3s2)ccc1OCC(=O)Nc1c(Cl)cccc1Cl,i,45,i,0.0,2.4,68
O=C(c1ccc(F)cc1)N1CCC(C(=O)N2CCN(S(=O)(=O)c3cccc(Cl)c3)CC2)CC1,i,42,i,0.5,0.5,49
COc1ccc(COc2cccc(C=O)c2)cc1,i,14,i,2.3,5.1,81

# One compound at a time, as listed above.
# Results for `CC(=O)Nc1ccc(NC(=O)C(C)OC(=O)CC2CCCC2)cc1` (stereo not drawn) : T cell modulator: i; T cell modulator vesicle-bound %: 49; Myeloid diff MLP: i; Myeloid diff MLP GFP+ MAC1+ %: 1.0; NTR1 agonist: 0.4; NTR1 agonist cell count 20 µM: 56
# Results for `C=CC[C@H](CC(=O)N[C@H](CO)Cc1ccccc1)C(=O)N[C@H](COC(=O)[C@H](CC=C)CC(=O)OC(C)(C)C)Cc1c[nH]c2ccccc12` : T cell modulator: i; T cell modulator vesicle-bound %: 12; Myeloid diff MLP: i; Myeloid diff MLP GFP+ MAC1+ %: 1.8; NTR1 agonist: 1.0; NTR1 agonist cell count 20 µM: 72

# Arranged by value in T cell modulator vesicle-bound % (highest first): 4 from the list above
compound	T cell modulator	T cell modulator vesicle-bound %	Myeloid diff MLP GFP+ MAC1+ %
COc1ccccc1CN(C)C(=O)CN1CCN(C(=O)c2cccs2)CC1	i	37	0.0
COc1ccc(-c2c(-c3ccsc3)oc3ccc(N4CCOCC4)cc23)cc1	i	26	1.2
COC(=O)C1=C(C)N(CC2CC2)C(=O)N[C@H]1c1ccccc1	i	25	1.4
C=CC[C@H](CC(=O)N[C@H](CO)Cc1ccccc1)C(=O)N[C@H](COC(=O)[C@H](CC=C)CC(=O)OC(C)(C)C)Cc1c[nH]c2ccccc12	i	12	1.8

# Next records:
SMILES,T cell modulator,T cell modulator vesicle-bound %,Myeloid diff MLP,Myeloid diff MLP GFP+ MAC1+ %,NTR1 agonist,NTR1 agonist cell count 20 µM
CCOC(=O)C1CCCN(C(=O)c2cc(-c3ccncc3)nc3ccccc23)C1 (stereo not drawn),i,51,i,0.5,0.8,57
O=C(Nc1cccc(S(=O)(=O)N2CCCCC2)c1)C1CC1,i,45,i,0.2,-2.0,62
C/C(=N\NC(=O)c1ccncc1)c1ccc(N2CCOCC2)cc1,i,17,i,0.3,2.0,68
C[C@@H](C(=O)Nc1ccc2ccccc2c1)[C@@H]1C[C@@]1(C)[C@@H](N)c1ccccc1,i,19,i,1.4,11,50
Cc1cc2oc3ccc(NCCC4CCCN4C)cc3c(=O)c2cc1C (stereo not drawn),i,9,+,6.6*,9.0,85
COc1ccccc1N1CC(C(=O)Nc2ccc(N3CCOCC3)cc2)CC1=O (stereo not drawn),i,40,i,0.6,0.2,57
O=C(CCc1ccccc1)Nc1cc2c3c(c1)CC(=O)N3CCC2,i,33,i,0.3,2.0,57
O=C(N/C(=C\c1ccco1)C(=O)N1CCCCC1)c1ccc([N+](=O)[O-])cc1,i,54,i,0.6,-1.5,77
COc1ccc(CC(=O)OCC(=O)NC2CCCCC2)cc1,i,28,i,0.4,0.6,53
Cc1cc(C)cc(-c2nnc(SCC(=O)NC3CC3)o2)c1,i,35,i,0.3,-1.6,47
O=C(COC(=O)c1cc(S(=O)(=O)N2CCOCC2)ccc1Cl)NCCc1ccccc1,i,51,i,0.3,-2.4,63
O=S(=O)(c1ccc(=S)[nH]c1)N1CCOCC1,i,51,i,0.7,0.3,85
Cc1cc(C(=O)COc2cccc([N+](=O)[O-])c2)c(C)n1C1CC1,i,4,i,0.5,-1.2,65
Cc1ccc(NC(=O)c2cc(S(=O)(=O)Nc3ccc(C)cc3)cs2)cc1,i,18,i,0.9,8.0,41
Cc1ccccc1NC(=O)COC(=O)c1cc[n+]([O-])cc1,i,18,i,0.7,0.7,77
COCCn1c(SCC(=O)Nc2cccnc2Cl)nc2cc(Cl)ccc2c1=O,i,51,i,0.8,-0.1,70
COc1ccccc1N1CCN(CC(=O)Nc2ccnn2C2CCCC2)CC1,i,32,i,0.2,2.6,72
CCOc1ccc(NS(=O)(=O)c2ccc(C(=O)N(C)CC(=O)Nc3ccc(OC)cc3)cc2)cc1,i,22,i,0.6,-0.2,55
CC(Sc1nnc(-c2cccnc2)o1)C(=O)NC1CCCCC1 (stereo not drawn),i,35,i,0.9,-0.1,63
Cc1ccc(CN(C)C(=O)c2cccc(S(=O)(=O)N3CCCC3)c2)o1,i,16,i,1.7,-0.2,51
CC(=O)c1c(C)[nH]c(C(=O)COC(=O)COc2ccccc2F)c1C,i,38,i,1.3,2.6,53
CC(C)NC(=O)N(C)C[C@H]1Oc2ccc(NC(=O)Nc3ccccc3)cc2C(=O)N([C@@H](C)CO)C[C@@H]1C,i,1,i,1.6,-1.5,58
CC(OC(=O)CCN=C1NS(=O)(=O)c2ccccc21)C(=O)Nc1ccc(F)c(F)c1F (stereo not drawn),i,35,i,1.0,-0.5,61
Cc1ccc(NC(=O)COc2ccc(N(C)S(=O)(=O)c3ccc(F)cc3)cc2)cc1,i,55,i,0.5,0.7,63
CC1(C)CC[C@]2(C(=O)O[C@@H]3OC(CO)[C@@H](O)[C@H](O)[C@H]3O)CC[C@]3(C)C(=CCC4[C@@]5(C)CC[C@H](O[C@@H]6OC(C(=O)O)[C@@H](O)[C@H](O)[C@H]6O)C(C)(C)C5CC[C@]43C)[C@@H]2C1 (stereo partly drawn),i,11,i,2.6,0.6,65
SMILES,T cell modulator,T cell modulator vesicle-bound %,Myeloid diff MLP,Myeloid diff MLP GFP+ MAC1+ %,NTR1 agonist,NTR1 agonist cell count 20 µM
C=CC[C@@H](Cc1ccc(F)cc1)C(=O)OC[C@@H]1CCCN1C(=O)[C@@H](CC=C)CC(=O)N(CCO)Cc1ccccc1,i,22,i,1.6,9.9,65
Cc1csc(NC(=O)CCCNC(=O)c2ccc(Cl)cc2)n1,i,56,i,0.1,2.3,55
COc1cccc2cc(-c3cn4cccc(C)c4n3)c(=O)oc12,i,19,i,0.4,-1.4,83
Cc1[nH]c(=O)[nH]c(=S)c1C(=O)Nc1ccc(Cl)c(Cl)c1,i,59,i,0.7,-1.2,54
COc1ccc(Sc2ccc(-c3nc4cnccn4c3NC3CCCCC3)cc2OC)cc1,i,12,i,2.3,5.3,57
CCOc1ccc(N2C(=O)CC(Sc3nc(O)c(CC)c(=O)[nH]3)C2=O)cc1 (stereo not drawn),i,48,i,0.5,-0.1,40
CCC(=O)c1ccc(OCC(=O)OCC(=O)Nc2ccc(C)c(S(=O)(=O)N3CCCCC3)c2)cc1,i,17,i,0.5,-2.5,59
CCN(c1ccccc1)S(=O)(=O)c1ccc(N2CCN(c3ccc(O)cc3)CC2)nc1,i,16,i,1.0,1.5,49
COc1ccc(NC(=O)CN2C(=O)NC(C)(C3CCCCC3)C2=O)c(OC)c1 (stereo not drawn),i,13,i,0.8,-1.3,50
C=CCN1C(=O)c2ccc(C(=O)N3CCN(S(=O)(=O)c4cc(C)ccc4C)CC3)cc2C1=O,i,11,i,1.3,0.2,51
COc1ccccc1C(=O)Nc1ccc(OC(C)C(=O)N2CCOCC2)cc1 (stereo not drawn),i,46,i,0.6,-1.3,54
Cc1ccc([N+](=O)[O-])cc1S(=O)(=O)Nc1cccc(S(=O)(=O)NC2=NCCC2)c1,i,47,i,1.0,-0.9,37
CC(=O)c1cccc(NC(=O)C(C)OC(=O)c2cccc(-n3cnnn3)c2)c1 (stereo not drawn),i,52,i,0.8,0.7,48
O=S(=O)(O)c1cccnc1SCc1ccccc1,i,31,i,0.2,-1.0,44
CC(C)(C)OC(=O)C[C@@H]1C/C=C\C[C@H](CC(=O)N(CCO)Cc2ccccc2)C(=O)N2CCC[C@H]2COC1=O,i,10,i,1.7,1.2,51
COc1cccc(-c2ccc3ncnc(NCc4cccnc4)c3c2)c1,i,8,i,0.9,-0.7,56
Nc1nc(SCC(=O)Nc2cccc(F)c2)n[nH]1,i,23,i,0.4,2.8,71
CNC(=O)c1c(NC(=O)CCS(=O)(=O)c2ccccc2)sc2c1CCN(C(=O)OC)C2,i,40,i,0.8,-1.5,52
CCC(=O)OC1(C(=O)CCl)[C@@H](C)C[C@H]2[C@@H]3CCC4=CC(=O)C=C[C@]4(C)[C@@]3(F)[C@@H](O)C[C@@]21C (stereo partly drawn),i,20,?,.,3.7,58

# Among those listed so far, these have a thiophene ring, fused or not.
SMILES,T cell modulator,T cell modulator vesicle-bound %,Myeloid diff MLP,Myeloid diff MLP GFP+ MAC1+ %,NTR1 agonist,NTR1 agonist cell count 20 µM
COc1ccccc1CN(C)C(=O)CN1CCN(C(=O)c2cccs2)CC1,i,37,i,0.0,-0.3,93
COc1ccc(-c2c(-c3ccsc3)oc3ccc(N4CCOCC4)cc23)cc1,i,26,i,1.2,7.3,90
Cc1ccc(NC(=O)c2cc(S(=O)(=O)Nc3ccc(C)cc3)cs2)cc1,i,18,i,0.9,8.0,41
CNC(=O)c1c(NC(=O)CCS(=O)(=O)c2ccccc2)sc2c1CCN(C(=O)OC)C2,i,40,i,0.8,-1.5,52
